# Polio RdRp inh: poliovirus RdRp elongation inhibitors, primary screen, biochemical, fluorescence polarization, total intensity; Genome polyprotein (Poliovirus type 1 (strain Mahoney)), P03300; poliovirus polymerase elongation; active compounds read low; % elongation, % (compound at 16.7 µg/mL); 150,000 compounds, 0.66% hits; in the data active = % elongation below about 90%; note: some results filed as inactive read as strong as hits
# Target sequence (P03300 1749-2209 limits assumed): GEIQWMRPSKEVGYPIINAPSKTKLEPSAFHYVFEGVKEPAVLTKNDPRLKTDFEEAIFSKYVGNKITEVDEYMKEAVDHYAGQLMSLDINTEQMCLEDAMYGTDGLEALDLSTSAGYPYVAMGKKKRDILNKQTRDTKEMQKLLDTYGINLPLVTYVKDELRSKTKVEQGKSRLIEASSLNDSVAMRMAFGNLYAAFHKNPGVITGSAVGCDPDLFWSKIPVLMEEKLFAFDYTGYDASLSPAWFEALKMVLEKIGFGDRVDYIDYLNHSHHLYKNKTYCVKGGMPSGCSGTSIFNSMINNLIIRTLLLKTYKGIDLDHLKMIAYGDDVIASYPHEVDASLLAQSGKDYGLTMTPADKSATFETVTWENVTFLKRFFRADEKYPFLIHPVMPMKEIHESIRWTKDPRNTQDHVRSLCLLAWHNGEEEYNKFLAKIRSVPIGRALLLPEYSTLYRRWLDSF
# Polio RdRp inh FP z-score: further read-out of Polio RdRp inh, marked with its call; z-score; measured here: FP z-score; hits read low
# * hit, by the source's call. Not all compounds are listed; the hit share may differ from the screen's.
# A first look (17 entries):
SMILES,Polio RdRp inh,Polio RdRp inh FP z-score
CCOc1ccc(NC(=O)c2oc3ccccc3c2NC(=O)C(C)(C)C)cc1,107,0.9
CCCn1c(O)c(C2=NC(=S)NC2=O)c2ccccc21,102,0.6
CN(C)CCC(C)(O)Cc1ccccc1 (stereo unspecified),97,-0.5
CCC(C)NC(=O)c1ccc2c(c1)N(Cc1ccccc1)C(=O)c1ccccc1S2(=O)=O (stereo unspecified),107,0.5
Cn1c(=O)c2c(ncn2CC(=O)Nc2ccncc2)n(C)c1=O,101,-0.2
Cc1cccc(-n2c(/C=C/c3cn(C)c4ccccc34)nc3ccccc3c2=O)c1,106,0.3
CCc1ccc(S(=O)(=O)c2cn(CC)c3cc(N4CCOCC4)c(F)cc3c2=O)cc1,108,0.3
CCc1ccc(NC(=O)CCS(=O)(=O)c2ccc3c(c2)oc(=O)n3C)cc1,103,-1.2
CCOc1ccc(CNC(=O)C2CCN(S(=O)(=O)c3ccc4c(ccn4C)c3)CC2)cc1,112,1.4
COc1cc(Cl)c(C)cc1NC(=O)Cn1c2ncccc2c(=O)n1-c1ccccc1,105,-0.1
COCC(C)NC(=O)c1cnn2c(C(F)F)cc(-c3ccccc3)nc12 (stereo unspecified),105,0.3
CCc1cccc(C)c1Nc1c(-c2ccc(N3CCOCC3)cc2)nc2ncccn12,127,3.9
COC(=O)c1c(-c2ccc(Cl)cc2)noc1N1CCN(c2ccc(OC)cc2)CC1,108,0.2
CC(C)NC(=O)c1ccc2c(c1)nc1n2CCCCC1,109,0.2
CC1CN(C(=O)CCC(=O)O)CC(C)O1 (stereo unspecified),101,-0.8
Nc1nc(C2COc3ccccc3O2)ncc1S(=O)(=O)c1ccc(Cl)cc1 (stereo unspecified),103,0.4
Cc1cc(C)cc(Oc2nc3c(C)cccn3c(=O)c2/C=C(\C#N)c2nc3ccccc3s2)c1,100,-0.7

# The whole of this part, from the start:
SMILES,Polio RdRp inh,Polio RdRp inh FP z-score
CCOc1ccc(NC(=O)c2oc3ccccc3c2NC(=O)C(C)(C)C)cc1,107,0.9
CCCn1c(O)c(C2=NC(=S)NC2=O)c2ccccc21,102,0.6
CN(C)CCC(C)(O)Cc1ccccc1 (stereo unspecified),97,-0.5
CCC(C)NC(=O)c1ccc2c(c1)N(Cc1ccccc1)C(=O)c1ccccc1S2(=O)=O (stereo unspecified),107,0.5
Cn1c(=O)c2c(ncn2CC(=O)Nc2ccncc2)n(C)c1=O,101,-0.2
Cc1cccc(-n2c(/C=C/c3cn(C)c4ccccc34)nc3ccccc3c2=O)c1,106,0.3
CCc1ccc(S(=O)(=O)c2cn(CC)c3cc(N4CCOCC4)c(F)cc3c2=O)cc1,108,0.3
CCc1ccc(NC(=O)CCS(=O)(=O)c2ccc3c(c2)oc(=O)n3C)cc1,103,-1.2
CCOc1ccc(CNC(=O)C2CCN(S(=O)(=O)c3ccc4c(ccn4C)c3)CC2)cc1,112,1.4
COc1cc(Cl)c(C)cc1NC(=O)Cn1c2ncccc2c(=O)n1-c1ccccc1,105,-0.1
COCC(C)NC(=O)c1cnn2c(C(F)F)cc(-c3ccccc3)nc12 (stereo unspecified),105,0.3
CCc1cccc(C)c1Nc1c(-c2ccc(N3CCOCC3)cc2)nc2ncccn12,127,3.9
COC(=O)c1c(-c2ccc(Cl)cc2)noc1N1CCN(c2ccc(OC)cc2)CC1,108,0.2
CC(C)NC(=O)c1ccc2c(c1)nc1n2CCCCC1,109,0.2
CC1CN(C(=O)CCC(=O)O)CC(C)O1 (stereo unspecified),101,-0.8
Nc1nc(C2COc3ccccc3O2)ncc1S(=O)(=O)c1ccc(Cl)cc1 (stereo unspecified),103,0.4
Cc1cc(C)cc(Oc2nc3c(C)cccn3c(=O)c2/C=C(\C#N)c2nc3ccccc3s2)c1,100,-0.7
CCOC(=O)C1CCN(C(=O)COC(=O)c2ccc(Br)cc2)CC1,104,0.1
Cc1cccc(Cn2c(SCc3ccc(C(=O)NC4CCCC4)cc3)nc3cccnc32)c1,116,0.9
COc1ccc(N=Cc2ccc(Sc3ccccn3)o2)cc1,100,-0.2

# Next section (two carried over from the part before).
SMILES,Polio RdRp inh,Polio RdRp inh FP z-score
Cc1cccc(Cn2c(SCc3ccc(C(=O)NC4CCCC4)cc3)nc3cccnc32)c1,116,0.9
COc1ccc(N=Cc2ccc(Sc3ccccn3)o2)cc1,100,-0.2
O=C(NCc1ccccc1)c1cccn1-c1nnc(N2CCCCC2)s1,100,-1.5
Cc1ccc(S(=O)(=O)N(C)c2ccccc2)cc1,101,-0.1
Cc1c(Cl)cccc1NC(=O)Nc1nnc(N2CCCCCC2)s1,108,0.2
CCn1c(=O)n(CC2CCC(C(=O)NC(C)C)CC2)c(=O)c2sccc21 (stereo unspecified),108,0.4
C#CCn1c(=NC(=O)c2ccc(N3C(=O)CCC3=O)cc2)sc2cc(Br)ccc21,96,-2.1
CC(=O)c1ccc(NC(=O)CN2C(=O)CCc3ccccc32)cc1,114,1.7
COc1ccc(NC(=O)N=S2CCN(S(=O)(=O)c3ccc(Cl)cc3)CC2)cc1,101,-0.4
O=C1CC(C(=O)NCc2ccc(F)cc2)C2=C(CCCC2=O)N1 (stereo unspecified),103,0.3
Cc1c(C(=O)N2CCC(c3nc4ccccc4s3)CC2)oc2cc(Br)ccc12,110,0.3
O=S(=O)(NCc1ccncc1)c1ccc(C2CCCCC2)cc1,101,-0.2
Cn1c(/N=C(\C#N)c2nc3ccccc3[nH]2)c(N)c(=O)n(C)c1=O,99,-0.1
CC(OC(=O)Cc1ccsc1)C(=O)Nc1ccc(C(N)=O)cc1 (stereo unspecified),102,-0.2
COc1ccc(N2CCN(C(=O)C3CCN(S(=O)(=O)c4cnc[nH]4)CC3)CC2)cc1,102,-0.3
C=Cc1ccc(CN2C(=O)N(c3ccc(CC)cc3)S(=O)(=O)c3ccccc32)cc1,105,-0.5
Cc1noc(/C=C/N(C)C)c1S(=O)(=O)N1CCc2ccccc21,105,1.2
CCOc1ccccc1NS(=O)(=O)c1c(C(=O)OC)sc2cccc(F)c12,101,-1.3
CN(C)Cc1nc2ccccc2c(=O)n1CC#N,113,1.2
COC(=O)c1ccccc1NC(=O)Cn1c(SC)c(F)cnc1=O,98,-0.6
N#CC1=C(N)OC2=C(CC/C2=C/c2ccccc2)C1c1ccccc1 (stereo unspecified),75,-5.4
COc1ccccc1NC(=O)c1ccccc1C(=O)O,100,-0.3
CCC(C(=O)N1c2ccccc2Sc2ccc(C(F)(F)F)cc21)N1C(=O)c2ccccc2C1=O (stereo unspecified),102,0.2
COCc1cc(=O)[nH]c(SCC(=O)Nc2cc(C)cc(C)c2)n1,101,-0.1
Cc1ccc(C)c(NS(=O)(=O)c2ccc3c(c2)CCCN3C(=O)C2CCC2)c1,101,-1.5
Cc1ccnc(Nc2nc3ccccc3s2)n1,102,-0.3
CC1(C)Oc2ccccc2OC1(O)c1ccc2ccccc2n1 (stereo unspecified),100,-0.1
CC(C)OCCCn1c(SCC(N)=O)nc2c(sc3ccccc32)c1=O,105,-0.4
COC(=O)c1cc2c(s1)CCC2,101,0
FC(F)(F)c1cnc(NNC(=S)NCC2CCCO2)c(Cl)c1 (stereo unspecified),106,0.3
CCn1c(CN2CCCCC2)nc2cc(NC(=O)COc3cc(C)ccc3C(C)C)ccc21,102,-0.1
Cc1c(C(=O)Nc2cccc(C(F)(F)F)c2)oc2ccc(S(=O)(=O)N(C)C3CCCCC3)cc12,114,0.7
CCN(CC)CC(C)CNC(=O)c1cc(-c2ccc(Br)s2)nc2ccccc12 (stereo unspecified),102,-0.8
Cc1c2cnn(-c3ccccc3)c(=O)c2c(C)n1CCCC(=O)NCCc1ccccc1,104,0.4
COC1=CC(=O)CC(C)C12Oc1c(Cl)c(OC)cc(OC)c1C2=O (stereo unspecified),102,0.4
Cc1cc(NCCc2ccccc2)n2ncnc2n1,101,0
CCC(C)NC(=O)CN1N=C(c2ccc(Cl)cc2)CCC1=O (stereo unspecified),102,0.4
CCN(C(=O)COc1ccc(Br)cc1F)C1CCS(=O)(=O)C1 (stereo unspecified),102,-0.2
CNC(=O)c1nn(-c2ccccc2)nc1CO,103,0.5
Cc1ccc(Nc2c(-c3cccnc3)nc3ccc(Br)cn23)cc1,108,-0.1
O=C1NCCCCC1NS(=O)(=O)c1cc(S(=O)(=O)c2ccccc2)cs1 (stereo unspecified),103,0.5
CCOc1ccc(N(CC(=O)Nc2cc(OC)cc(OC)c2)S(=O)(=O)c2c(C)[nH]c(=O)[nH]c2=O)cc1,102,-1
COc1ccc(OC)c(NC(=O)CSC2=Nc3ccccc3C3=NC(CC(=O)NCc4ccc5c(c4)OCO5)C(=O)N23)c1 (stereo unspecified),101,-1.1
C=CCNC(=S)Nc1ccc(N2CCN(c3ccc(C(F)(F)F)cn3)CC2)nc1,102,0.2
NN(CCO)C(=S)NCc1ccc(Cl)cc1,104,0.2
CCOC(=O)c1cc(-c2ccccc2)n(-c2cccc(C(=O)Nc3ccc(OCC)cc3)c2)c1C,104,0
O=C(Nc1ccc(N2CCOCC2)cc1)c1ccccc1,99,0.1
COc1ccccc1CNc1nccn(-c2ccc(F)cc2)c1=O,110,0.8
CCOC(=O)c1ccc(N2C(=O)c3n[nH]c(C)c3C2c2ccc(CC)cc2)cc1 (stereo unspecified),109,0.5
CNS(=O)(=O)c1ccc(Cl)cc1,101,0
CCOC(=O)Cc1csc(NC(=O)Cc2ccccc2)n1,101,-0.3
O=C(NCc1nc(-c2ccc(C(F)(F)F)cc2)no1)Nc1ccc(F)cc1F,102,-0.1
# Remaining list, next part
SMILES,Polio RdRp inh,Polio RdRp inh FP z-score
Cc1nc2c(c(C)c1CCC(=O)N1CCN(c3ccccc3)CC1)c(=O)n(C)c(=O)n2C,106,-0.3
Cc1c(C(=O)N2CCCC2)oc2c1-c1nn(CC(=O)NCc3ccccc3Br)cc1CC2,111,0.7
COC(=O)c1ccccc1NC(=O)COc1ccc2oc(-c3ccco3)cc(=O)c2c1,102,0.3
O=C(Cn1cc(/C=C2/C(=O)Nc3ccccc32)c2ccccc21)NCC1CCCO1 (stereo unspecified),94,-1.6
C/C(=C/C(=O)C(F)(F)F)N1CCN(S(=O)(=O)c2cccc(Cl)c2)CC1,104,0.2
CCc1c(C)nc2nncn2c1Nc1ccc(C)c(F)c1,106,-0.2
COCCOC(=O)C1=C(N)C(C(=O)Nc2cccc(C#N)c2)SC1=Nc1ccc(C)cc1C (stereo unspecified),103,0.1
CN1CCN(C(=O)c2ccc3c(c2)S(=O)(=O)c2ccccc2C3=O)CC1,103,0.2
CC(CCNS(=O)(=O)c1ccc(-c2cc(C(F)(F)F)no2)s1)N1CCCCCC1 (stereo unspecified),103,1.3
Cc1ccc(S(=O)(=O)N(CCC(=O)O)Cc2ccccc2)cc1,101,-0.1
Cc1cc(C(F)(F)F)nc(Sc2nc(C)cc(C)c2C#N)n1,102,0.4
N#Cc1cccc(Nc2c3c(nc4ccccc24)CCC3)c1,99,-0.9
CCN(C(=O)Cn1c(C(=O)OC)cc2sc(Cl)cc21)c1cccc(C)c1,106,0.1
CC(=O)Nc1ccc(S(=O)(=O)NCc2cccn2Cc2ccc(F)cc2)cc1,99,-0.7
O=C(Nc1ccccc1)N1CCc2c([nH]c3ccccc23)C1C(F)(F)F (stereo unspecified),103,0
O=C(CCCn1c2ccccc2c2cn[nH]c(=O)c21)NCCc1ccccc1,104,0.5
C=Cc1ccc(Cn2c(C(=O)O)c(CNCc3cccs3)c3ccc(C)cc32)cc1,111,0.7
COc1ccc(OCCC(=O)NCc2ccccc2)cc1,99,-0.8
COC(=O)C1=C(C(=O)c2ccccc2)C(c2ccccc2)n2ncnc2N1 (stereo unspecified),102,-0.2
O=C(COC(=O)COc1ccccc1F)NC1CC1,102,0
COC(=O)C(NS(=O)(=O)c1ccc(N2CCCC2=O)cc1)c1ccccc1 (stereo unspecified),109,0.5
Cc1c(Cl)cccc1N1C(N)=C(C#N)C(c2cc(CN3CCOCC3)cs2)C2=C1CCCC2=O (stereo unspecified),111,1.2
COc1ccc(C(=O)c2oc3ccccc3c2NC(=O)COc2c(C)cc(C)cc2C)cc1,109,0.7
COc1ccc(OC)c(NC(=O)CCc2c(C)nc3c(c(C)nn3C)c2C)c1,103,0.2
CCCc1nc2ccccc2c(=O)n1-c1ccccc1,101,-0.2
CC(C)NC(=O)C1CN(S(=O)(=O)c2ccccc2)CCN1S(=O)(=O)c1ccccc1 (stereo unspecified),113,1
CCn1cc(NC(=O)NCC2COc3ccccc3O2)c(=O)c2ccc(C)nc21 (stereo unspecified),102,0.1
CC(C)(C)c1ccc(/C=C/C(=O)Nc2ncccn2)cc1,101,0.3
Cc1ccc(CNC(=O)c2ccc(CSCc3cccc(C)c3)o2)cc1,107,-0.9
Cc1ccc(-c2cn3c(n2)sc2cc(C(=O)NCCC4=CCCCC4)ccc23)cc1,101,-1
Nc1ccc(Br)cc1C(=O)c1ccccc1,101,-0.1
S=C(NCc1cccs1)N1CCN(c2ncccn2)CC1,99,-0.2
O=C(NC(=O)c1cccc(F)c1)Nc1ccc(-c2cc(C(F)(F)F)nn2-c2ccccc2)cc1,98,-0.9
COc1ccc(Cc2c(C)nn(-c3nc(C)c(C(=O)Nc4cccc(C(C)=O)c4)s3)c2C)cc1,98,-0.5
CCOC(=O)c1ccc(N2C(=O)C3Sc4[nH]c(=O)sc4C4(CCCCC4)C3C2=O)cc1 (stereo unspecified),104,0.2
COc1ccc(S(=O)(=O)c2cn(CC(=O)Nc3ccccc3)c3ccc(Cl)cc3c2=O)cc1,111,1
Cn1nc(C(=O)OCc2nnc(-c3ccccc3)o2)c2ccccc2c1=O,100,-0.2
CC1CCN(C(=O)/C=C/c2c(F)cccc2Cl)CC1,105,1.6
CCC(=O)N(c1nnc(SCC(=O)NCC(F)(F)F)s1)C1CC1,103,0.5
CC1(C)CC(NC(=O)CCc2ccccc2)CC(C)(C)N1,101,-0.2
CN(C)c1ccc(/C=C/C=C/c2cc[n+](C)cc2)cc1,102,0.2
COc1cccc(/C=C/c2nc(C#N)c(NC3CCCCC3)o2)c1,110,0.4
Cc1ccc(C2c3[nH]c4ccccc4c3CCN2C(=O)CSCc2ccc(F)cc2)cc1 (stereo unspecified),106,-0.4
Cc1cc(C)c2c(=O)nc(SCc3ccccc3C)n(C3CC3)c2n1,108,-0.1
S=C(NC1CCCCC1)NN1CCOCC1,100,-0.2
CCCCOc1cccc(NC(=O)CSc2nnc(C)s2)c1,106,0.2
Cc1n[nH]c(=S)n(/N=C/c2ccccc2)c1=O,105,0.9

# Compound activity: PubChem, ICCB-Longwood Screening Facility, Harvard Medical School
